Screens as filed in PubChem.
PREPL inh: human PREPL enzyme inhibition | inhibition, % at 5.96 µM | recombinant PREPL, fluorescence polarization activity-based probe | Q4J6C6 | 320,000 compounds, 0.68% hits; in the data active = inhibition above about 43%;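 also: 0% = enzyme with DMSO and 100% = wells lacking enzyme; many of its hits are not listed in these tables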
Target sequence (Q4J6C6 whole entry, looked up): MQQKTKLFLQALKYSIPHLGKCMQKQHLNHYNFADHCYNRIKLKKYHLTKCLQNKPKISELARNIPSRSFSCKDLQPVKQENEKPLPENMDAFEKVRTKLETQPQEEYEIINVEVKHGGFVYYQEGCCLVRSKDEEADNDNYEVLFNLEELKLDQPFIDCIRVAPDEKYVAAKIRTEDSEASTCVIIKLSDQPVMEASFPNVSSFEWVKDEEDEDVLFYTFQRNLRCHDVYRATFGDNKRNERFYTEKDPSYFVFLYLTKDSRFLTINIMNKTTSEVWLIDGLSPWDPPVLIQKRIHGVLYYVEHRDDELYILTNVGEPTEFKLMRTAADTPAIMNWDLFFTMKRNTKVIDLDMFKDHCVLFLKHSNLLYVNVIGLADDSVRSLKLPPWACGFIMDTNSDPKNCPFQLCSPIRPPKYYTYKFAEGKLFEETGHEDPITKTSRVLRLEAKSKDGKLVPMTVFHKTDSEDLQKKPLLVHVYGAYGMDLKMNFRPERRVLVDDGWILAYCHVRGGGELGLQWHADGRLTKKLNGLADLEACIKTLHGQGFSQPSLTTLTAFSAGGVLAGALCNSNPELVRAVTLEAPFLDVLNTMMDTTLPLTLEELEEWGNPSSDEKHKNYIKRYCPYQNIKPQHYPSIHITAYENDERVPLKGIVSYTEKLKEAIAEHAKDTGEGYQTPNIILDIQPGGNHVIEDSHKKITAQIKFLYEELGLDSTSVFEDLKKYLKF
Efflux pump inh: blocks antifungal efflux pumps in multiplex yeast assay; S. cerevisiae Candida pump triplex, Nile Red efflux; 330,000 compounds, 0.44% hits; AID 485275; inhibition, % at 10 µM;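 active = plate passing quality check with inhibition over a set limit, or well fluorescence over plate mean plus 4 SD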;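 also: Nile Red retained in pooled yeast measured as flow cytometry median fluorescence; 0% = buffer negative control and 100% = Enniatin B positive control; higher means more Nile Red kept so more efflux inhibition; some compounds called inactive have numbers as strong as hits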
Active calls of the source: *. These rows are one share of the data (hit frequency here may not be typical).

PREPL inh,Efflux pump inh,Molecule
10.9,-0.2,C[C@H](CO)N1C[C@H](C)[C@H](CN(C)C)Oc2ccc(NS(=O)(=O)c3ccc(F)cc3)cc2CC1=O
3.2,0.2,CCCCC[C@@H]1C=C(C(=O)O)[C@H](c2ccc3c(c2)OCO3)N1S(=O)(=O)c1ccc(C)cc1
11.2,0.2,O=C(NCc1ccccc1)c1cccc2c1C(=O)c1ccc(/C=C/c3ccccc3)cc1S2(=O)=O
20.8,1.4,C=CCC[C@@H](Cc1ccc(F)cc1)C(=O)OC[C@H](Cc1c[nH]c2ccccc12)NC(=O)[C@H](CC=C)CC(=O)N(CCO)Cc1ccccc1
22.7,-0.1,CN(Cc1ccccc1)C(=O)c1[nH]cnc1C(=O)NC1CCN(C(=O)OC(C)(C)C)CC1
-15.6,0.1,Cc1nc(SCc2nc3ccc(Cl)cc3[nH]2)c2oc3ccccc3c2n1
5.6,-0.3,CCc1ccc([C@H]2C(C(=O)O)=C[C@@H](CC)N2S(=O)(=O)c2ccc(C)cc2)cc1
10.9,-0.2,Cc1ccc(C(=O)NCC(=O)OCC(=O)c2c(N)n(C)c(=O)n(C)c2=O)cc1C
11.5,0.0,COc1ccc(C2=CN(Cc3ccccc3)CCC2=O)cc1
6.4,0.0,COc1ccc(-c2ccc3c(c2)S(=O)(=O)c2cccc(C(=O)NCCOc4ccccc4Cl)c2C3=O)cc1OC
7.2,0.0,CC(=O)C[C@@H](O)CC(=O)[C@@H]1OC(=O)CCCCCCCCc2ccccc21
12.6,0.3,O=C(OCC(=O)c1ccccc1)C1=NN(c2ccccc2)C(=O)CC1

The list continues.
PREPL inh,Efflux pump inh,Molecule
14.2,-0.1,CC(C)(C)n1ncc2c(=O)n(Cc3cccc(Cn4cnc5c(cnn5C(C)(C)C)c4=O)c3F)cnc21
11.0,-0.5,CCN(C[C@H]1N[C@@](CC)(C(=O)OC)[C@H]2C(=O)N(C)C(=O)[C@@H]12)C(=O)Nc1ccc(Cl)cc1
11.3,-0.1,C=CC1=C(C(=O)O)N2C(=O)[C@@H](NC(=O)/C(=N\OCC(=O)O)c3csc(N)n3)[C@H]2SC1
11.0,-0.1,CC(C)NC(=O)N(C)C[C@H]1Oc2ccc(NC(=O)CCN3CCOCC3)cc2C(=O)N([C@H](C)CO)C[C@@H]1C
6.9,0.8,Cc1ccc(NC(=O)c2oc3ccccc3c2COC(C)C)cc1S(=O)(=O)N1CCOCC1
5.2,0.2,C=CCC[C@@H](Cc1ccc(F)cc1)C(=O)OC[C@H](C)NC(=O)[C@@H](CC=C)CC(=O)N(CCO)Cc1ccccc1
13.0,0.3,Cc1cccc(NC(=O)CN2C(=O)NC3(CCCCCCC3)C2=O)c1C
15.7,0.1,Cc1noc(C)c1NC(=O)N(C)C[C@H]1Oc2ccc(NC(=O)NC3CCCCC3)cc2C(=O)N([C@H](C)CO)C[C@@H]1C
6.8,-0.1,COc1ccc2sc(-c3ccc(S(C)(=O)=O)cc3)c(-c3ccc(SC)cc3)c2c1
6.3,0.1,CC(C)(C)OC(=O)C[C@@H]1C/C=C\C[C@H](CC(=O)N[C@H](CO)Cc2ccccc2)C(=O)N[C@H](C(C)(C)C)COC1=O
3.0,0.2,C=CCC[C@H](Cc1ccc(F)cc1)C(=O)OC[C@H](Cc1c[nH]c2ccccc12)NC(=O)[C@H](CC=C)CC(=O)N[C@H](CO)Cc1ccccc1
20.2,0.0,CCN1C(=O)[C@@H]2[C@@H](c3ccc(-c4ccccc4)cc3)N3CCC[C@@]3(C(=O)OC)[C@@H]2C1=O

Among those listed so far, these contain an NH in an aromatic ring.
PREPL inh,Efflux pump inh,Molecule
20.8,1.4,C=CCC[C@@H](Cc1ccc(F)cc1)C(=O)OC[C@H](Cc1c[nH]c2ccccc12)NC(=O)[C@H](CC=C)CC(=O)N(CCO)Cc1ccccc1
22.7,-0.1,CN(Cc1ccccc1)C(=O)c1[nH]cnc1C(=O)NC1CCN(C(=O)OC(C)(C)C)CC1
-15.6,0.1,Cc1nc(SCc2nc3ccc(Cl)cc3[nH]2)c2oc3ccccc3c2n1
3.0,0.2,C=CCC[C@H](Cc1ccc(F)cc1)C(=O)OC[C@H](Cc1c[nH]c2ccccc12)NC(=O)[C@H](CC=C)CC(=O)N[C@H](CO)Cc1ccccc1

Further structures follow:
PREPL inh,Efflux pump inh,Molecule
-1.8,-0.1,CCC1Nc2ncnc(N3CCOCC3)c2N(Cc2ccc(Cl)cc2)C1=O (stereo not given)
7.7,0.1,Cc1noc(C)c1NC(=O)Nc1cccc2c1O[C@H](CN(C)S(=O)(=O)c1ccccc1)[C@@H](C)CN([C@H](C)CO)C2=O
-8.6,0.4,COC(=O)[C@]1(Cc2ccccc2)N[C@H](CN(C)C(C)=O)[C@@H]2C(=O)N(Cc3ccccc3)C(=O)[C@@H]21
0.5,0.4,COc1ccccc1-c1oc2ccccc2c1C#CCO
9.4,-0.9,CCN(C[C@H]1N[C@@](CC)(C(=O)OC)[C@H]2C(=O)N(C)C(=O)[C@@H]12)C(=O)COC
48.3*,-0.4,CCCCN1C(=N)N([C@@H](CCC)CN2CCC[C@H]2CN2C(N)=NC[C@H]2CC(C)C)C[C@H]1Cc1ccccc1
-3.0,0.0,C=CC(COCc1ccccc1)N(CC(=O)OC)S(=O)(=O)c1cc(Br)ccc1OC (stereo not given)
-1.7,0.3,Cc1ccccc1-c1cc(C(=O)NCc2cccc(C(F)(F)F)c2)n(CC2CC(c3cccnc3)=NO2)n1 (stereo not given)
22.7,0.0,CCN(C[C@H]1N[C@@](Cc2ccccc2)(C(=O)OC)[C@H]2C(=O)N(Cc3ccccc3)C(=O)[C@@H]12)C(=O)Nc1ccc(F)cc1
4.6,0.3,C[C@@H]1CN([C@H](C)CO)C(=O)c2cc(NC(=O)Nc3ccc(C(F)(F)F)cc3)ccc2O[C@H]1CN(C)S(=O)(=O)c1cccs1
8.5,0.5,CC1CCCC(NC(=O)COC(=O)CCC(=O)c2ccc(F)cc2)C1C (stereo not given)
7.6,0.4,COc1ccc(NC(=O)N(C)C[C@H]2Oc3ccc(NC(=O)NC4CCCCC4)cc3C(=O)N([C@H](C)CO)C[C@@H]2C)cc1

Structures listed so far that have a furan ring, fused or not (3):
PREPL inh,Efflux pump inh,Molecule
-15.6,0.1,Cc1nc(SCc2nc3ccc(Cl)cc3[nH]2)c2oc3ccccc3c2n1
6.9,0.8,Cc1ccc(NC(=O)c2oc3ccccc3c2COC(C)C)cc1S(=O)(=O)N1CCOCC1
0.5,0.4,COc1ccccc1-c1oc2ccccc2c1C#CCO

(more compounds)
PREPL inh,Efflux pump inh,Molecule
7.1,-0.6,CC[C@@]1(C(=O)OC)N[C@H](CN(C)S(=O)(=O)c2ccccc2)[C@@H]2C(=O)N(C)C(=O)[C@@H]21
37.1,0.0,O=C1N[C@@H](c2ccccc2)COC(=O)[C@@H](Cc2ccc(F)cc2)C/C=C\C[C@H]1CC(=O)N(CCO)Cc1ccccc1
7.5,0.0,COc1ccc(CCNC(=O)COC(=O)c2ncc(Cl)c(Cl)c2Cl)cc1OC
5.7,0.7,CC(=O)O[C@H]1[C@H](O)[C@H](Oc2c(O)c(C)c3c4c2[C@@H](C)CC[C@@H]4[C@@H](C)C[C@H]3C=C(C)C)O[C@@H](C)[C@H]1O
-2.4,-0.3,CCCSc1ccc([C@@H]2[C@H]3C(=O)N(C)C(=O)[C@H]3[C@]3(C(=O)OC)CCCN23)cc1OC
36.4,-0.2,C=CC[C@@H](Cc1ccc(F)cc1)C(=O)OC[C@H]1CCCN1C(=O)[C@@H](CC=C)CC(=O)N(CCO)Cc1ccccc1
7.2,-0.2,C[C@@H](NC(=O)c1nc[nH]c1C(=O)NCCCCCNC(=O)OC(C)(C)C)c1ccccc1
7.7,-0.1,COc1ccc(CN2C(=O)C(C)Nc3ncnc(N4CCOCC4)c32)cc1 (stereo not given)
8.0,-0.2,CC(C)(C)OC(=O)C[C@H]1C/C=C\C[C@@H](CC(=O)N[C@H](CO)Cc2ccccc2)C(=O)NCCOC1=O
28.2,0.1,COc1ccc(NC(=O)Nc2cccc3c2O[C@H](CN(C)S(=O)(=O)c2cccs2)[C@@H](C)CN([C@H](C)CO)C3=O)cc1
20.6,0.2,O=C(C[C@@H]1C/C=C\CCC(=O)O[C@H](c2ccccc2)CNC1=O)N[C@H](CO)Cc1ccccc1
24.5,0.0,Clc1cccc(-c2ccc(-c3nc4ccccn4c3NCc3ccccc3)cc2)c1

Next part
PREPL inh,Efflux pump inh,Molecule
6.5,0.1,CCN1C(=O)[C@H]2[C@@H](c3ccc(-c4ccccc4)c(OC)c3)N[C@@](CC(C)C)(C(=O)OC)[C@H]2C1=O
6.3,-0.1,C#CCOCCOCCOCCNc1nc(N2CCN(C(=O)C([C@@H](C)O)n3cc([C@@H](N)CCCCN)nn3)CC2)nc(N2CCN(C(=O)C([C@@H](C)O)n3cc([C@@H](N)CCCCN)nn3)CC2)n1 (stereo not given in full)
3.7,-0.5,CC[C@@]1(C(=O)OC)N[C@H](CN(C)C(=O)Nc2ccc(C(F)(F)F)cc2)[C@@H]2C(=O)N(C)C(=O)[C@@H]21
3.4,0.4,O=C1C(Cc2ccccc2)Nc2ncnc(N3CCCCC3)c2N1Cc1ccc(Br)cc1 (stereo not given)
6.1,0.3,Cc1ccc(F)cc1NC(=O)CSc1n[nH]c(N)n1
1.9,0.1,COc1ccc(C2=NOC(Cn3nc(-c4ccccc4)cc3C(=O)NCc3ccccc3OC)C2)cc1 (stereo not given)
21.8,0.5,C[C@@H]1CN([C@H](C)CO)C(=O)c2cc(NC(=O)Nc3cccc4ccccc34)ccc2O[C@H]1CN(C)Cc1ccc(C(F)(F)F)cc1
-17.0,0.3,Cc1nc(SCc2nc3ccc(F)cc3[nH]2)c2oc3ccccc3c2n1
30.7,0.2,CCCCCCC[C@@H](C/C=C/CCC(=O)N(C)C/C(=C/Cl)C/C(=C\C(=O)N1C[C@H](O)CC1=O)OC)OC
16.2,0.1,Cc1ccc([C@H]2C(C(=O)O)=C[C@@H](CC3CCCC3)N2S(=O)(=O)c2ccc(C)cc2)cc1
11.0,0.0,CC[C@@]1(C(=O)OC)N[C@H](CN(C)C(=O)COC)[C@@H]2C(=O)N(Cc3ccccc3)C(=O)[C@@H]21
13.4,0.2,O=C(COC(=O)Cc1ccc(S(=O)(=O)N2CCOCC2)s1)Nc1ccccc1Cl

(more compounds)
PREPL inh,Efflux pump inh,Molecule
-1.6,0.2,Cc1c(C(=O)N2CCN(c3ncccn3)CC2)oc2ccc(F)cc12
23.1,-0.3,CC(C)(C)n1ncc2c(=O)n(Cc3cc(F)c(Cl)cc3Cl)cnc21
-3.5,0.3,COc1ccc(S(=O)(=O)Nc2cccc3c2O[C@H](CN(C)S(=O)(=O)c2ccc(Cl)cc2)[C@H](C)CN([C@H](C)CO)C3=O)cc1
24.0,0.2,COc1ccc(S(=O)(=O)Nc2cccc3c2O[C@H](CN(C)Cc2ccc(Cl)c(Cl)c2)[C@@H](C)CN([C@H](C)CO)C3=O)cc1
-5.3,0.2,CCN1C(=O)[C@H]2[C@@H](c3ccc(-c4cccc(Cl)c4)c(OC)c3)N3CCC[C@@]3(C(=O)OC)[C@H]2C1=O
5.1,-0.1,CN(CC(=O)O)C(=O)c1ccccc1
3.4,0.1,Cc1noc(C)c1NC(=O)N(C)C[C@H]1Oc2c(NC(=O)Nc3ccc4c(c3)OCO4)cccc2C(=O)N([C@H](C)CO)C[C@@H]1C
20.6,-0.4,Cc1noc(C)c1NC(=O)Nc1ccc2c(c1)C(=O)N([C@H](C)CO)C[C@H](C)[C@@H](CN(C)C(=O)Nc1ccccc1)O2
-8.5,-0.2,C[C@H](CO)N1C[C@H](C)[C@@H](CN(C)Cc2ccc(C(=O)O)cc2)Oc2ccc(NC(=O)Cn3cnnn3)cc2C1=O
-7.0,0.1,NC1(C#Cc2ccc3oc(=O)c(-n4cc(C5(O)CCCCC5)nn4)cc3c2)CCCCC1
17.2,0.3,COC(=O)[C@]1(C)N[C@H](CN(C)C(=O)C2CCCCC2)[C@@H]2C(=O)N(C)C(=O)[C@@H]21
18.6,0.0,C=CC[C@H](CC(=O)N(CCO)Cc1ccccc1)C(=O)N[C@H](COC(=O)[C@@H](CC=C)Cc1ccc(F)cc1)C(C)(C)C

Next section:
PREPL inh,Efflux pump inh,Molecule
4.7,0.0,CC[C@@]1(C(=O)OC)N[C@H](CN(C)C(=O)c2ccc(F)cc2)[C@@H]2C(=O)N(C)C(=O)[C@@H]21
16.0,0.0,CCOc1ccccc1OCCCC(=O)NNC(=O)c1ccc(F)cc1
18.4,-0.4,CC[C@@]1(C(=O)OC)N[C@H](CN(C)C(=O)c2ccc(C(C)(C)C)cc2)[C@@H]2C(=O)N(Cc3ccccc3)C(=O)[C@@H]21
19.4,0.2,COC1=C(N)C(=O)c2nc(-c3nc(C(=O)O)c(C)c(-c4ccc(OC)c(OC)c4O)c3N)ccc2C1=O
41.6,0.1,Clc1ccc(-c2cnnc(-c3ccccn3)n2)cc1
12.6,-0.2,O=C(C[C@H]1C/C=C\C[C@H](NC(=O)OCC2c3ccccc3-c3ccccc32)C(=O)OC[C@@H]2CCCN2C1=O)NCCO
-4.9,-0.2,COc1ccc(C2=Nn3c(nnc3-c3ccccc3Cl)SC2)cc1OC1CCCC1
12.0,0.2,O=C(Nc1cc([N+](=O)[O-])ccc1F)C1CCN(S(=O)(=O)c2cccs2)CC1
-17.8,0.1,C[C@@]12C(=O)Nc3cc(Cl)ccc3C(=O)N1[C@H]1c3cc(Cl)ccc3OC[C@@H]1[C@@H]2c1ccccc1

Sorted by the number under Efflux pump inh (high to low): some entries from above
PREPL inh,Efflux pump inh,Molecule
6.9,0.8,Cc1ccc(NC(=O)c2oc3ccccc3c2COC(C)C)cc1S(=O)(=O)N1CCOCC1
12.6,0.3,O=C(OCC(=O)c1ccccc1)C1=NN(c2ccccc2)C(=O)CC1
11.3,-0.1,C=CC1=C(C(=O)O)N2C(=O)[C@@H](NC(=O)/C(=N\OCC(=O)O)c3csc(N)n3)[C@H]2SC1
